ALOX12 inh: blocks human arachidonate 12S-lipoxygenase. P18054. purified 12hLO, xylenol orange hydroperoxide absorbance. Potency, µM (titrated, usually from 108 µM), without a hit: top-dose activity change, negative = inhibition, hits mostly inhibitors. hit rate 1.1% among 580,000. AID 1671190; active = well fitted inhibition curve with a large enough effect; inconclusive = small, poorly fitted or top-dose-only effect, or another doubt; inactive = no such curve, though single readings can be large or run the other way; note: potency is the fitted concentration of half-maximal effect
Target sequence (P18054 whole entry, looked up): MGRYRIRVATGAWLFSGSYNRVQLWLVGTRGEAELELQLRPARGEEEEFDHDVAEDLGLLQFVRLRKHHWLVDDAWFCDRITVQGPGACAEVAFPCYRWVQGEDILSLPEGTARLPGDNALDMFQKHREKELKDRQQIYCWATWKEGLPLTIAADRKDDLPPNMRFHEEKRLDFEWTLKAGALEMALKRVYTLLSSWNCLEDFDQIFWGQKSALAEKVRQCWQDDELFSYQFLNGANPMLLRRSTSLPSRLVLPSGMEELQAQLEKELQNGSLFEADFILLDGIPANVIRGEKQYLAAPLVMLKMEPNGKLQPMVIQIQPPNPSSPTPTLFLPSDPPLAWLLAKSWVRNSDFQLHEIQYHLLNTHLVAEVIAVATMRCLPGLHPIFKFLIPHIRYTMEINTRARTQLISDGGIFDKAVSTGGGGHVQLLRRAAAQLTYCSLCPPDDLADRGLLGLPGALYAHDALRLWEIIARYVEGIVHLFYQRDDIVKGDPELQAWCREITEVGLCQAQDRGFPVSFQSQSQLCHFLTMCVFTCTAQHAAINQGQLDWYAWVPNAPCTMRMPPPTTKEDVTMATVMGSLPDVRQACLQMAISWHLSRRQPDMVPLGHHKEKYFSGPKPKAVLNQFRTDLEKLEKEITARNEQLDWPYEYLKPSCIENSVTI
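Purified human 12hLO at 150 nM in 25 mM Hepes, 0.01% Triton X-100, pH 7.0, preincubated 15 min at room temperature with compound. Reaction started with 40 uM arachidonic acid, 30 min at room temperature. Hydroperoxide measured by Fe-xylenol orange, 573/405 nm absorbance ratio.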
LDHA inh: LDHA (human) enzyme inhibition; purified LDHA, NADH/diaphorase-resazurin fluorescence; stronger effect = lower value; P00338; hit rate 0.15% among 480,000; activity change, % (values are at about 110 or 230 µM); in the data active = activity change below about -30%; inconclusive = mostly about -25% to -30%;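 note: plate controls were DMSO wells for no effect and wells without enzyme for full effect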
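Enzyme activity of human lactate dehydrogenase 5 (2 nM; 0.06 mM NADH, 0.2 mM pyruvate, 5 min, RT) is measured via a resazurin/diaphorase fluorescence readout of residual NADH.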
Numbers without * were called inactive; ? = inconclusive; [ ] = another dose, or the depositor's remark. Unless noted, % is set by controls: 0 for no effect and ±100 for the full control effect. A portion of the library (hit frequency here may not be typical).

SMILES	ALOX12 inh	LDHA inh
Cc1cc(C)n(-c2nc3c(c(=O)n(CCc4ccccc4)c(=O)n3C)n2CC(C)C)n1	?	-2.3
O=C(OCC1CC1(Cl)Cl)c1ccccc1C(=O)c1ccc(Cl)cc1 (stereo unspecified)	?	-0.4
Cn1cc(C(=O)N2CCC(C(=O)NCc3ccccc3)CC2)c2ccccc21	26.0%	0.8
CCC(C)NC(=O)c1cc(-c2ccccc2)nc2ccccc12 (stereo unspecified)	30.1%	-9.3
COc1ccc(-c2csc(C(O)c3ccccc3)n2)cc1 (stereo unspecified)	4.1%	-2.3
CC(Sc1ccc2c(c1)CCC2)C(=O)NC1CC1 (stereo unspecified)	27.0%	9.3
COc1cccc(-c2c(NC(=O)c3ccccc3)oc3ccccc3c2=O)c1	-11.3%	-0.1
Cc1ccc(N/N=C/c2ccc(F)c(F)c2)cc1Cl	?	-2.8
Cc1ccc(-c2cc(C(=O)NCc3ccccc3)[nH]n2)c(O)c1C	-13.6%	3.0
COC(=O)c1[nH]c2ccc(F)cc2c1NC(C)=O	-4.0%	1.8
CCOP(=O)(OCC)c1nc(-c2ccc(C)cc2)oc1N(C)C	?	1.1
CCCCn1c(N)c(N(C)C(=O)c2cc(-c3ccncc3)nc3ccccc23)c(=O)[nH]c1=O	-25.6%	-7.7
C/C(=N\NC(=O)C1CC1c1ccccc1)c1ccc2c3c(cccc13)CC2 (stereo unspecified)	13.1%	0.9
CCOC(=O)c1c(NC(=O)CCN2CCCCC2)sc2c1CC(C)(C)OC2	-28.7%	-7.0
C=C(C)Cn1c(NCCO)nc2c1c(=O)[nH]c(=O)n2C	-24.5%	-1.8
CSc1ccc(CNC(=O)C2(C)CCCN(C(C)C)C2)cc1 (stereo unspecified)	-0.4%	-6.8
Cc1ccc(C(C)NC(=O)c2ccc3c(c2)OCCO3)c(C)c1 (stereo unspecified)	-49.8%	12.0
CCc1nc2ccc(C(=O)NCCCn3ccnc3)cn2c1N(C)Cc1nccs1	-19.3%	2.0
Cc1cc(C)c(NC(=O)c2cc3c(s2)CCCCC3)c(C)c1	-5.9%	-0.9
COc1ccc(C(N)c2csc(Nc3ccc(S(C)(=O)=O)cc3)n2)cc1 (stereo unspecified)	19.7%	-5.0

Part of the list above in order of length of the SMILES, low to high:
SMILES	ALOX12 inh	LDHA inh
Cc1ccc(N/N=C/c2ccc(F)c(F)c2)cc1Cl	?	-2.8
CSc1ccc(CNC(=O)C2(C)CCCN(C(C)C)C2)cc1 (stereo unspecified)	-0.4%	-6.8
CCOC(=O)c1c(NC(=O)CCN2CCCCC2)sc2c1CC(C)(C)OC2	-28.7%	-7.0

(listing goes on)
SMILES	ALOX12 inh	LDHA inh
CC1(C(=O)Nc2ccc3nc[nH]c3c2)CCN1C(=O)C/C=C/c1ccccc1 (stereo unspecified)	15.0%	-2.4
CC(C)Oc1cc(F)ccc1-c1cc(C(=O)NCc2cccs2)[nH]n1	1.2%	-2.5
COC(=O)Cn1cnc2c(sc3nc(C4CCCCC4)c4c(c32)CCC4)c1=O	?	-16.9
CCOC(=O)c1c(NC(=O)Cn2nnc(-c3ccccc3)n2)sc(C)c1CC	?	-1.3
CC(Sc1ccc2c(c1)OCCO2)C(=O)O (stereo unspecified)	?	-0.3
O=C(Nc1ccc(F)cc1)C1CC(=O)N(C2CC2)C1 (stereo unspecified)	-43.0%	-0.7
CCOC(=O)C1(C)CCN1C(=O)c1ccccc1C (stereo unspecified)	27.5%	-1.3
COCCN(Cc1cc2cccc(C)c2[nH]c1=O)C(=O)c1ccc(OC)c(OC)c1	14.6%	1.6
CC(C)NC(=O)c1csc(COCCO)n1	?	-14.9
CN1CCCC(OC(=O)/C=C/c2ccccc2)C1 (stereo unspecified)	?	-1.4
NC(=O)C1CCN(C(=O)C2CC(c3cccc(F)c3)=NO2)CC1 (stereo unspecified)	?	-5.9
CC(C)Nc1nc(-c2ccccc2CO)c2sccc2n1	-1.1%	-10.4
COc1ccc(NC(=O)C2(C)Cc3c(-c4ccccc4)ccnc3O2)cn1 (stereo unspecified)	-19.4%	-6.1
Cc1cccc(S(=O)(=O)NC(=O)C2(C)CCN2C(=O)Cc2ccccc2)c1 (stereo unspecified)	-4.9%	-5.7
CCN1CCN(c2ccc(NC(=O)c3cccc(NC(=O)c4cccs4)c3)cc2)CC1	-62.5%	6.5
CCNC(=O)NC(=O)C(C)N(C)CC(=O)Nc1ccc(O)cc1 (stereo unspecified)	9.3%	9.0
CCCCn1c(=O)[nH]c(=O)c2c1nc(CSc1nnc(-c3ccco3)n1C)n2CC	-6.7%	-0.9
O=C(NC1CCN(S(=O)(=O)c2cccc(F)c2F)CC1)C1CC1	-9.7%	5.1
CCCCC(=O)N1CCC(c2nc3ccccc3o2)CC1	14.6%	0.3
CCCCCOc1ccc(C(C)=O)cc1	-0.5%	7.2
Cc1ccc(Nc2nc3ccccc3nc2NS(=O)(=O)c2ccc(F)cc2)cc1	-2.2%	5.4
N#Cc1cccc(C(=O)Nc2ccc(Cl)cc2C(F)(F)F)c1	40.4%[activator]	-1.2
COc1ccc(CC(=O)NNC(=O)COCC(=O)Nc2ccc(C#N)cc2)cc1	7.8%	-16.1
CC(C)(C)c1ccc(C(=O)N2CCC2(C)C(=O)Nc2cnc3ccccc3c2)cc1 (stereo unspecified)	?	-6.9
Cc1occc1C(=O)Nc1nc(CC(=O)Nc2ccc3c(c2)CCC3)cs1	-16.7%	-3.5
O=C(NCc1ccc(NC(=O)C2CC2)cc1)c1ccc[n+]([O-])c1	-16.8%	2.6
CCOc1ccc(C(=O)Nc2cc(C)ccc2OCc2cc(=O)n3oc(C)cc3n2)cc1	5.9%	1.9
CN(C)C(=O)c1ccc(NC(=O)c2ccc3ccccc3n2)cc1	1.3%	7.6
COc1ccc(S(=O)(=O)N2CCCCC2c2cc(C(=O)Nc3ccccc3Cl)no2)cc1 (stereo unspecified)	-18.2%	-3.4
Cc1cccc(Nc2ncc(Cc3ccccc3C)s2)n1	12.2%	3.8
COc1ccc([N+](=O)[O-])cc1NC(=O)COC(=O)c1ccc2c(c1)NC(=O)CS2	-28.0%	1.8
COC(=O)[C@@]12C[C@@H](CC(=O)N3CCOCC3)C(=O)N(Cc3ccco3)C1=CCC(C)(C)C2	16.6%	-15.8
CC[C@H](C)[C@@H](CO)NC(=O)[C@H]1O[C@@H](n2ccc(N)nc2=O)[C@H](O)[C@@H]1O	-11.1%	-4.3
Cn1c(SCc2ccc(Cl)c3cccnc23)nnc1C(F)(F)F	-0.5%	-4.2
CSc1ccc(Cn2c(C)c(C(=O)NCc3ccco3)sc2=O)cc1	-17.5%	1.7
COc1ccc(OC)c(C2CCCN2CC(=O)N(CCC#N)c2ccccc2F)c1 (stereo unspecified)	5.4%	2.7
Cc1nc(NCCc2ccc3c(c2)OCCO3)c2c3c(sc2n1)CCC3	-26.2%	0.0
COC(=O)NCCc1ccccc1OC	21.3%	-10.2
CCOC(=O)CNC(=O)Nc1c(-c2cccnc2)[nH]c2ccccc12	?	5.0
COc1cc(NC(=O)CSc2ncnc3nc[nH]c23)cc(OC)c1OC	?	0.5
COc1cc(OC)cc(C(=O)Oc2ccc(C(C)=O)cc2)c1	-42.5%	5.1
Cc1ccc(C(=O)/C(=C\c2cccc(Br)c2)c2nc3ccccc3o2)cc1	-3.9%	6.0
Cc1cccc(C(=O)Nc2ccccc2SCc2ccsc2)c1	-9.8%	8.0
COc1ccc(C)cc1CN(C)C(=O)Cn1c(=O)c2c(ncn2C)n(C)c1=O	2.2%	31.4
COc1ccc(Cl)cc1NC(=O)c1ccc2c(=O)n3c(nc2c1)CCCC3	36.4%	1.6
O=C(CSc1nc2ccc(NC(=O)c3ccc(Br)cc3)cc2s1)NC1CC1	-22.6%	9.9
COc1ccc(C)cc1NC(=O)Cn1nc2ccc(SC3CCCCC3)nn2c1=O	-30.3%	-7.9
O=C(NCc1ccccc1Cl)C(=O)Nc1cccc2[nH]ccc12	?	2.7
CCc1nc2c(OCc3ccc(F)c(F)c3)cccn2c1N(C)C(=O)c1ccco1	-8.0%	-0.9
CC1(C)CC(=O)C2=C(C1)OC(N)=C(C#N)C2c1ccc(C2C(C#N)=C(N)OC3=C2C(=O)CC(C)(C)C3)cc1 (stereo unspecified)	?	-1.3
O=C(Nc1cccnc1)c1ccc(CSc2ccc(Cl)cc2)cc1	-25.2%	8.0
O=C(Nc1cccc(Cc2ccccc2)c1)Nc1cccc2[nH]c([C@@H]3O[C@H](CO)[C@@H](O)[C@H](O)[C@H]3O)nc12	-0.1%	8.0
Cc1ccc(-c2nc3ccc(Br)cn3c2Cc2ccccc2C(F)(F)F)cc1	0.0%	-8.4
CCC(=O)NCC(c1cccs1)N(C)C (stereo unspecified)	41.6%	1.9
O=C(CC[C@H]1O[C@@H](n2cnc3c(NC(=O)c4ccccc4)ncnc32)[C@H](O)[C@@H]1O)NCC(c1ccccc1)c1ccccc1	-0.6%	-2.5
C#CC(C)(CC)NC(=O)/C=C/c1cc(OC)c(OC)c(OC)c1 (stereo unspecified)	3.4%	-3.2
O=C(CSC1=NC2(CCCCC2)Nc2ccccc21)Nc1ccc2c(c1)OCO2	-22.9%	8.8
COc1cc(OC)c(OC)cc1/C=C1\N=C(SC)SC1=O	?	?
O=C(CN(Cc1cccs1)CC1CCCO1)Nc1cccc(F)c1 (stereo unspecified)	-6.2%	7.8
O=C1c2ccccc2C(c2nnnn2-c2ccc3ccccc3c2)N1C1CC1 (stereo unspecified)	-50.9%	10.1
Additional structures:
SMILES	ALOX12 inh	LDHA inh
Cc1cc(C)c2c(=O)cc(C(=O)Nc3ccc(S(=O)(=O)Nc4nccc(C)n4)cc3)oc2c1	-4.8%	3.8
Cc1cnc2ccc(F)cc2c1	-1.1%	-4.0
COc1ccc(CNC(=O)c2ccc(-c3cnn(C)c3)c3ccoc23)cc1OC	4.1%	-16.5
COc1ccc(C(=O)C(C)Cl)c(OC)c1 (stereo unspecified)	39.1%[activator]	?
CONC(=O)c1ccccc1C(=O)c1ccccc1	18.8%	-1.1
O=C(Nc1nnc([C@H]2C[C@H](O)[C@@H](CO)O2)s1)c1ccccc1F	?	-2.4
COc1ccc([C@@H]2CC(=O)C3=C(C2)Nc2[nH][nH]c(=O)c2[C@H]3c2cccc(Br)c2)cc1OC	?	18.8
Cc1cnc(NC(=O)c2csc(NCCC(C)C)n2)s1	45.8%[activator]	-13.5
O=[N+]([O-])c1cc(C(F)(F)F)ccc1NC1C2CC3CC(C2)CC1C3 (stereo unspecified)	1.9%	7.9
COCC(C)NC(=O)Cc1nc(-c2ccccc2)oc1C (stereo unspecified)	9.1%	-5.7
Cc1cc(C)cc(NS(=O)(=O)c2ccc(NS(=O)(=O)c3ccccc3[N+](=O)[O-])cc2)c1	?	6.6
CCOC(=O)Nc1ccc(OC)cc1	25.1%	2.1
CN(CCc1ccccc1)c1cc2c(c3c1ccn3C)C1CCC2O1 (stereo unspecified)	?	12.1
CS(=O)(=O)c1ccc(C(=O)CSc2ccc(F)cc2)cc1	?	-1.8
C=CCn1c(NCCCOC)nc2c1c(=O)[nH]c(=O)n2C	28.1%	-34.5*
CC(C)OC(=O)CSc1nc2c(c(=O)[nH]c(=O)n2C)n1C	2.4%	-6.2
CCCCn1c(CN2CCN(C)CC2)nc2c1c(=O)n(C)c(=O)n2C	3.2%	5.8
CN(CC(=O)NC(N)=O)Cc1ccsc1	81.9%[activator]	2.8
Cc1ccc(C)c(OCC(O)Cn2nc(C)c3ccccc3c2=O)c1 (stereo unspecified)	21.3%	3.0
Cc1ccc(NC(=O)c2ccc(Oc3nccnc3N3CCCCC3)cc2)cc1C	0.6%	-0.1
CC(C)CN(C(=O)Cn1nc(-c2ccc(Cl)cc2)ccc1=O)C1CCS(=O)(=O)C1 (stereo unspecified)	23.5%	-0.7
CCCNC(=O)COc1ccc2c(=O)c(-c3ccc(OC)c(OC)c3)c(C)oc2c1	-13.4%	-0.2
CNC(=O)c1ccc(NC(=O)CSCc2csc(-c3ccccc3)n2)cc1	-3.3%	-1.6
COc1ccc(CSc2nc3ccncc3n2Cc2ccc(OC)cc2)cc1	7.6%	-1.4
CCN(CC)CCNC(=O)c1ccc(NC(=O)Cc2cccc(C(F)(F)F)c2)cc1	44.7µM*	-3.2
N#Cc1ccccc1OCc1ccccc1	-1.0%	1.5
CCONC(=O)c1ccc(OCC(C)C)cc1	1.7%	2.2
OC[C@@H]1CN(Cc2ccc(-c3ccccc3)cc2)C[C@H](n2cnc3c(Nc4ccccc4)ncnc32)O1	?	-5.0
CC(C)Cn1nc(C(=O)NCc2ccc(F)cc2)c2ccccc2c1=O	?	11.1
O=C(COC(=O)CC12CC3CC(CC(Br)(C3)C1)C2)Nc1ccccc1[N+](=O)[O-]	-8.1%	3.8
CS(=O)(=O)N1CCCc2cc(C(=O)c3cc4cc(Cl)ccc4o3)ccc21	-15.2%	0.2
CC(OC(=O)c1cc(=O)[nH]c2ccccc12)C(=O)NCCc1ccccc1 (stereo unspecified)	3.1%	-0.6

Of the compounds above, 4 have a nitro group on carbon:
SMILES	ALOX12 inh	LDHA inh
COc1ccc([N+](=O)[O-])cc1NC(=O)COC(=O)c1ccc2c(c1)NC(=O)CS2	-28.0%	1.8
O=[N+]([O-])c1cc(C(F)(F)F)ccc1NC1C2CC3CC(C2)CC1C3 (stereo unspecified)	1.9%	7.9
Cc1cc(C)cc(NS(=O)(=O)c2ccc(NS(=O)(=O)c3ccccc3[N+](=O)[O-])cc2)c1	?	6.6
O=C(COC(=O)CC12CC3CC(CC(Br)(C3)C1)C2)Nc1ccccc1[N+](=O)[O-]	-8.1%	3.8

Bioassay records as filed in PubChem.
